hgDAF12 agonist: activates the H. glycines DAF-12 receptor ligand-binding domain | 370,000 tested, 1.8% active | AID 687014 | activation, % at 6.8 µM | HEK293 GAL4-hgDAF12 UAS-luciferase reporter, agonist luminescence; normalized to butyrate control;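 active = activation above a cutoff set at the mean of all screened compounds plus 3 SD, cut at about 10% in these data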;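 also: 0% = DMSO wells and 100% = sodium butyrate wells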
MBD2 inh: MBD2-methylated oligo binding inhibition; Q9UBB5; TR-FRET, MBD2 binding to methylated oligonucleotide; inhibition, % at 4.4 µM; 370,000 tested, 0.31% active; AID 686964; in the data active = inhibition above about 13%
PLC-gamma1 inh: PLC-gamma1 (human) inhibition, primary screen; P19174; purified PLC-gamma1, fluorogenic substrate, fluorescence; inhibition, % at 12.2 µM; 370,000 tested, 0.84% active; in the data active = inhibition above about 9.5%
DAX1 inh-1: inhibitors of human orphan nuclear receptor DAX1 (NR0B1); P51843; HEK293 Gal4-DAX1 luciferase reporter, luminescence; inhibition, % at 6.75 µM; 340,000 tested, 0.99% active; AID 504766;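 active = inhibition above the mean over all tested compounds plus 3 SD, cut at about 4.2% in these data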;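 also: 0% = DAX1-transfected cells with DMSO and 100% = empty-vector control cells with DMSO; inhibition shows as a rise in luminescence from relieved DAX1 repression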
Rev-erbA mod: modulates human Rev-erb alpha binding to DNA; P20393; Rev-erbα–FITC-DNA binding, fluorescence polarization, 90 min; activity, % at 10 µM; 370,000 tested, 0.79% active;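 active = activity above about 14%, limit read from the data; passing the limit was not always enough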;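 also: 0% = DMSO wells with 35 nM protein and 100% = DMSO wells with 750 nM protein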
PLCb3 inh: PLC-beta3 (human) inhibition, primary screen | Purified PLC-beta3, fluorogenic substrate, fluorescence | inhibition, % at 12.2 µM | 370,000 tested, 0.18% active | AID 720704; in the data active = inhibition above about 11%;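 also: 0% = median of compound wells on plate and 100% = full blocker control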
Target sequence (Q01970 whole entry, looked up): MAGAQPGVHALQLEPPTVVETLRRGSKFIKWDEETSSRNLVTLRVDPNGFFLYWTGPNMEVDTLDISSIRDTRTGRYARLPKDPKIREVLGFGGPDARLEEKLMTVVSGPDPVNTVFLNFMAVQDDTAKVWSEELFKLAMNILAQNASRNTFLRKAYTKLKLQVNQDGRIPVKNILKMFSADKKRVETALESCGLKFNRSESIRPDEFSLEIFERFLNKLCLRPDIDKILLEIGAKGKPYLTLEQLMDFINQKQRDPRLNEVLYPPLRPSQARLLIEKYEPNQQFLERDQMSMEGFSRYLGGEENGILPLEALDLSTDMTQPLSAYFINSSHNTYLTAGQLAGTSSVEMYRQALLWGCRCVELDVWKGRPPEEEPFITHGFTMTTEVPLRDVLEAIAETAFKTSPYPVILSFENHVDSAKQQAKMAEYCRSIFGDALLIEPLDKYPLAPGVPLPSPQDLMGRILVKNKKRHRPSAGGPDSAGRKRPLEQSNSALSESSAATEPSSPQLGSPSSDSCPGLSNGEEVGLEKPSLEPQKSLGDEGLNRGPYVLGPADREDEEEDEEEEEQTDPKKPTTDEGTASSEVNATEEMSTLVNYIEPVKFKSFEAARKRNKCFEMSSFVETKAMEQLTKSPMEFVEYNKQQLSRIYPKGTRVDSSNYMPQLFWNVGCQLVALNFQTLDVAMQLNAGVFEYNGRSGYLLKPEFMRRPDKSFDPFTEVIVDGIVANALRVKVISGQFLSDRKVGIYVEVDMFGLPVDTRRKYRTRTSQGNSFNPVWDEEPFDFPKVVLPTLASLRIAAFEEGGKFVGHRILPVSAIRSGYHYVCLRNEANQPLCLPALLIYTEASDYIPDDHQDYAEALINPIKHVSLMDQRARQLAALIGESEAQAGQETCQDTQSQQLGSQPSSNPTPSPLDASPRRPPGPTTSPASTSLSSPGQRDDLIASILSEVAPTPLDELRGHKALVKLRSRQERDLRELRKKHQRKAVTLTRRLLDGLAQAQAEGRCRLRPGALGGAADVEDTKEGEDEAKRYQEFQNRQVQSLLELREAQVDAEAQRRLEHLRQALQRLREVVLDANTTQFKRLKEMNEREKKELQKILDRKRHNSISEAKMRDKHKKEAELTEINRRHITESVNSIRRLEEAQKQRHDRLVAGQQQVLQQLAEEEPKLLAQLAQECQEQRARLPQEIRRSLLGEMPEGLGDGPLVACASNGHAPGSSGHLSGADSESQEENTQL
hcDAF12 agonist: H. contortus DAF-12 activation, primary screen | AID 652067 | activation, % at 6.8 µM | HEK293 hcDAF-12 lit1-tk-luc reporter, luminescence; 0% DMSO, 100% Δ7-dafachronic acid | 370,000 tested, 1.4% active;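 active = activation above the mean of all tested compounds plus 3 SD, cut at about 5.5% in these data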;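 also: 100% = response to 3 µM Δ7-dafachronic acid high control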
DAX1 inh-2: blocks DAX1 repression of SF-1 activated StAR promoter | HEK293T StAR-luciferase reporter, SF-1/DAX-1 repression relief | 370,000 tested, 1.1% active | AID 652010 | inhibition, % at 6.8 µM;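 active = inhibition above the mean over all tested compounds plus 3 SD, cut at about 3.6% in these data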;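 also: 0% = DAX-1 cells with DMSO and 100% = cells lacking DAX-1 with DMSO; higher inhibition means more luminescence from relief of DAX-1 repression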
ssDAF12 agonist: activators of S. stercoralis DAF-12 nuclear receptor. activation, % at 6.8 µM. AID 652126. 370,000 tested, 1% active. HEK293 ssDAF-12/GRIP1 lit1-tk-luc reporter, luminescence; % of 3 µM dafachronic acid response;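 active = activation above the mean over all tested compounds plus 3 SD, cut at about 0.9% in these data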;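 also: 0% = DMSO-only wells and 100% = 3 µM delta7-dafachronic acid wells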
ADAM17 inh: ADAM17 inhibition, QFRET primary screen; recombinant ADAM17, EDANS/DABCYL FRET peptide cleavage; 370,000 tested, 0.83% active; inhibition, % at 6.95 µM; P78536;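 active = inhibition above the mean of compounds lying between control limits plus 3 SD, set per campaign, cut at about 8.5% in these data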;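 also: 0% = DMSO-only wells as the low control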
SMARCA2 activ: SMARCA2 function activation, primary screen; MG213 cells, MMTV-luciferase reporter, dexamethasone, overnight; activation, % at 9.1 µM; 370,000 tested, 1% active; in the data active = activation above about 7.8%;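 also: 0% = vehicle wells and 100% = reference activator wells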
* marks the source's active call; other numbers are inactive results; i = inactive; · = not tested or not shown. Compounds were not picked by outcome. About 7.4% of those tested had a hit in this group.

SMILES	hgDAF12 agonist	MBD2 inh	PLC-gamma1 inh	DAX1 inh-1	Rev-erbA mod	PLCb3 inh	hcDAF12 agonist	DAX1 inh-2	ssDAF12 agonist	ADAM17 inh	SMARCA2 activ
O=C(O)c1ccc(CNC(=O)c2ccc(C(F)(F)F)cc2)cc1	2.1	-6	3	0.4	-1	3	4.3	0.6	0.4	-2	-2
Oc1cccc(/C=N/n2c(C3CCCCC3)n[nH]c2=S)c1	-1.6	1	-5	0.9	-6	-6	-1.6	-0.1	-1.6	-2	0
CCOC(=O)CSc1n[nH]c(-c2cccnc2)n1	-0.4	-5	4	-1.2	0	-1	-1.7	0.1	-1.1	-2	1
O=S1(=O)C=CC(Nc2ccccc2)C1 (centres undefined)	-1.3	0	4	0.8	-1	0	-0.9	-1.2	-0.5	-3	-4
COc1cc(/C=C2\C(=N)N3N=C(S(C)(=O)=O)SC3=NC2=O)ccc1OCCOc1ccc(C)cc1	2.6	4	-2	-0.4	1	-13	0.1	-0.5	-0.9	-4	-1
Cc1cc(C(=O)N2CCCC(N3CCN(Cc4ccc5c(c4)OCO5)CC3)C2)n[nH]1 (centres undefined)	-1.6	-2	2	0.2	-3	-4	0.4	-0.4	-0.9	-4	2
CC1CCN(C(=O)c2ccc(N3C(=O)C4CCC(C)CC4C3=O)cc2)CC1 (centres undefined)	0.7	2	-1	2.1	3	-7	0.6	-0.1	-0.9	-4	-3
O=C(C1CC1)N1CCc2cc(Br)cc(S(=O)(=O)NCc3ccco3)c21	0.4	-2	-2	0.0	9	0	-0.5	0.6	-1.5	1	-2
Cc1ccccc1-c1nnn(CC(=O)Nc2ccc3c(c2)OCO3)n1	-0.8	-5	-2	-0.3	3	-4	-1.6	-0.3	-1.3	-1	-2
Cc1oc2ccc(OS(C)(=O)=O)cc2c1C(=O)OC(C)C	-1.6	-1	-1	-0.6	4	1	-0.6	0.5	-1.4	1	-1
O=C(O)CCNS(=O)(=O)c1ccccc1	1.3	3	2	0.5	4	-2	-1.4	0.0	-1.1	-3	0
CCn1c(SCC(=O)N2CCCc3ccccc32)nnc1-c1ccoc1C	-0.6	-2	3	-0.2	9	1	-1.3	-0.2	-1.4	-2	-4
COc1cccc(N(CC(=O)N2CCN(C)CC2)S(=O)(=O)c2ccccc2)c1	-2.4	-1	8	-0.7	7	1	2.3	0.3	-1.1	0	8.6*
O=c1[nH]c(CN2CCN(S(=O)(=O)/C=C/c3ccccc3)CC2)nc2ccccc12	-2.6	-1	-7	-0.6	-2	-15	-1.2	0.3	-1.6	-1	-3
COc1ccc(NS(=O)(=O)c2cccc(C(=O)NNC(=O)CNC(=O)c3ccc(C)cc3)c2)cc1	-2.4	2	1	0.3	-5	0	-0.8	-0.1	-1.4	-5	0
CCOC(=O)C1(Cc2ccccc2C)CCCN(C(=O)c2ccoc2)C1 (centres undefined)	3.7	2	0	0.1	-4	-4	-1.0	3.2	-0.6	-2	3
CC(=O)c1c(C)[nH]c(C(=O)C(C)Sc2nnc(NC3CC3)s2)c1C (centres undefined)	-5.1	-3	5	-1.8	-1	-2	-3.9	-5.3	-2.0	8	-2
COc1ccc(N2C(=O)CSC2c2ccc(F)c(F)c2)cc1 (centres undefined)	-0.1	2	0	0.1	-1	-6	1.5	-0.2	-1.1	-1	1
COc1ccc(CN2C(=O)c3ccccc3C2C(=O)NC2CCCC(C)C2C)c(OC)c1 (centres undefined)	-1.7	-2	-2	2.3	1	2	-0.9	-0.9	-1.4	-2	2
Cc1ccc(-c2nnc(N3CCN(C(=O)CN4CCOCC4)CC3)c3ccccc23)cc1	-3.0	-4	-4	-0.2	2	-1	-1.8	-0.9	-1.8	2	5
COc1ccc(C(CCNCc2ccc(OC)c(OC)c2)c2ccc(F)cc2)cc1 (centres undefined)	-1.1	1	-2	-0.1	0	-5	-0.2	0.1	-1.7	-3	-5
Cc1ccc(S(=O)(=O)N2CCN(C(=O)CN3CCOCC3)C2)cc1	1.1	3	0	-1.5	2	-1	-0.8	0.1	-0.9	-5	0
Cc1ccccc1S(=O)(=O)Cc1ccc(C(=O)N2CCN(c3ncccn3)CC2)o1	-1.4	-4	-3	0.5	3	-2	-1.4	-0.2	-1.6	0	-1
NC(=O)COn1c(SCC(N)=O)nc2ccccc2c1=O	0.1	-2	-1	3.2	2	-8	-0.2	0.1	-1.2	-9	-2
CC(NC(=O)COc1ccc(-c2ccccc2)cc1)C1CCCO1 (centres undefined)	-2.2	-1	3	-0.1	-5	-5	-0.8	-1.8	-1.6	-3	-1
SMILES	hgDAF12 agonist	MBD2 inh	PLC-gamma1 inh	DAX1 inh-1	Rev-erbA mod	PLCb3 inh	hcDAF12 agonist	DAX1 inh-2	ssDAF12 agonist	ADAM17 inh	SMARCA2 activ
COc1ccc2nc(NC(=O)c3ccco3)sc2c1	5.7	2	-42	-3.4	-4	-92	4.1	1.2	-0.8	8	-1
CCc1ccc(-c2cc(C)no2)cc1S(=O)(=O)N1CCN(C(=O)c2ccco2)CC1	-2.1	3	-4	0.0	1	-10	-1.0	0.0	-1.5	-4	-2
O=C(O)Cn1cc(/C=N/Nc2ccc([N+](=O)[O-])cn2)c2ccccc21	6.8	-2	-20	5.4*	0	-31	7.9*	0.3	1.4*	-4	7
O=C1c2ccccc2-c2nnc(-c3ccc(O)cc3)cc21	11*	-11	-2	-0.6	2	3	5.9*	2.8	-0.3	2	6
C/C(CC(=O)Nc1ccc([N+](=O)[O-])cc1)=N\NC(=O)c1ccccc1O	2.3	-5	-5	0.1	-2	-10	1.9	0.2	-1.2	-1	4
Cc1ccc(N2C(=O)C3C4CCC(O4)C3C2=O)c(OC(F)F)c1 (centres undefined)	0.7	3	-1	1.4	-3	-7	0.3	-0.3	-2.1	-5	-2
O=c1c2ccccc2nnn1CSc1nc2ccccc2c(=O)n1CCCO	-5.3	1	2	-0.2	0	-9	-1.4	-0.2	-1.4	-5	-4
FC(F)(F)c1nnc2sc(-c3ccco3)nn12	-0.5	0	2	1.0	-2	3	-1.4	-0.3	-1.2	-1	-1
CC(C)c1nnc(NC(=O)C2CCN(S(=O)(=O)c3ccc(-n4cnnn4)cc3)CC2)s1	-0.3	-2	1	2.0	-9	-6	0.0	-0.4	-1.6	-4	-2
O=C(COc1ccccc1[N+](=O)[O-])N/N=C/c1cccs1	1.5	4	4	-0.9	3	5	-0.9	-0.5	-0.3	1	2
Brc1ccc(-c2csc(N3CCOCC3)n2)cc1	19*	1	1	7.5*	0	-9	3.3	4.1*	0.3	-1	-1
COc1ccccc1CNC(=O)N[C@@H](Cc1ccccc1)C(=O)O	1.1	2	5	-0.1	-1	3	-2.1	0.1	-0.3	-4	1
CC(C)C(NC(=O)c1ccc(Cl)c([N+](=O)[O-])c1)C(=O)NCc1ccccn1 (centres undefined)	-0.5	0	-3	0.8	2	-3	0.2	-0.7	-0.3	1	4
OCCNCCCCOc1ccccc1F	1.9	-6	-1	0.8	-2	1	-1.4	0.2	-1.3	-2	-2
CCN(C(=O)CSc1nc2cc(C(=O)O)ccc2c(=O)n1-c1ccccc1F)C1CCS(=O)(=O)C1 (centres undefined)	3.1	-3	-2	0.2	-4	-4	2.1	0.5	-0.4	-14	1
Cc1cc2c(cc1S(=O)(=O)NC1CCCCC1C)OCC(=O)N2 (centres undefined)	-1.8	4	1	0.1	-2	-2	-1.0	-0.1	-0.6	-2	0
Cc1ccc(S(=O)(=O)NC(C)C(=O)N2CCOCCOCCOCC2)cc1 (centres undefined)	2.4	3	4	1.3	7	-3	-1.6	-0.3	-0.7	2	1
O=C(CCn1c(=O)sc2ccccc21)Nc1ccon1	0.7	5	-1	3.1	-7	-2	2.5	0.0	-1.3	-5	-1
COC(=O)c1ccc(/C=C2/SC(=S)N(CCC(=O)N3CCOCC3)C2=O)cc1	0.6	9	-2	-0.1	-5	-5	-1.9	0.6	-0.9	-3	3
Cc1ccc(S(=O)(=O)N2C(=O)[C@@H]3Cc4ccccc4CN3C2=O)cc1	1.5	-1	0	0.5	5	-7	-1.7	-0.3	-0.4	0	-3
COc1ccc2c(c1)C(=O)N(c1ccc(C)cc1)C(=O)C2	0.4	1	-16	-1.0	2	-18	-0.7	0.8	-0.9	-2	4
CCn1cc(CCC(=O)NCc2ccc(F)cc2)c2ccccc21	-2.2	-1	1	-0.1	6	-2	-2.0	0.1	-1.3	0	-2
O=C(c1cc2nc(-c3ccco3)cc(C(F)(F)F)n2n1)N1CCN(c2ccccn2)CC1	-1.5	-2	-57	-1.5	6	-66	-2.1	-0.3	-1.3	-5	2
O=C(CN1CCN(S(=O)(=O)c2ccc(Br)cc2)CC1)N/N=C/c1ccncc1	2.4	-2	3	0.4	9	-7	-0.4	-0.1	-1.3	2	3
CC(Sc1nnc(-c2cccs2)n1-c1ccccc1)C(=O)NCc1ccco1 (centres undefined)	0.1	5	-1	-0.7	0	-4	-0.7	-0.7	-1.3	-4	0
SMILES	hgDAF12 agonist	MBD2 inh	PLC-gamma1 inh	DAX1 inh-1	Rev-erbA mod	PLCb3 inh	hcDAF12 agonist	DAX1 inh-2	ssDAF12 agonist	ADAM17 inh	SMARCA2 activ
CC1=C(C(=O)Nc2ccccc2)C(c2cccs2)C(C#N)=C(SCC#N)N1 (centres undefined)	2.1	2	-19	-0.4	-4	-22	0.9	0.0	-1.1	-1	-2
c1cc(Nc2ncnc3sc4c(c23)CCC4)ccn1	-1.4	-3	i	-0.2	2	i	0.0	0.6	-1.3	-173	0
COc1ccc(NC(=S)N2CCN(S(C)(=O)=O)CC2)cc1	1.0	2	0	-0.5	0	-4	-1.2	0.3	-1.3	1	-2
CSc1ccccc1NC(=O)C1(C)CCN1C(=O)Cc1ccc(-c2ccccc2)cc1 (centres undefined)	-2.8	0	1	·	-9	1	-2.8	-2.1	-2.2	6	-2
Cc1cc(S(=O)(=O)NCc2ccc(N3CCN(C)CC3)cc2)c(C)s1	0.9	1	0	·	0	-11	-0.5	-0.5	-1.2	-4	-4
CN(C)CCNS(=O)(=O)c1ccc(N2CCc3ccccc32)c([N+](=O)[O-])c1	1.2	-19	7	-1.9	5	-1	-0.7	0.2	-0.9	1	-4
O=C1OCCN1C(=O)[C@H]1[C@H](c2ccccc2)C(c2ccccc2)=NN1c1ccccc1	0.4	-1	-233	-0.9	-2	-302	2.2	-0.8	-0.9	-57	-5
O=C(Nc1ccc(OCC(F)(F)C(F)F)c(C(F)(F)F)c1)c1ccc(Cl)cc1	-5.0	-2	2	-3.8	0	-1	-2.9	-2.3	-1.8	4	-8
O=C(NCCOCCOCCNC(=O)c1cccnc1)c1cccnc1	0.3	3	-5	-0.2	0	-3	0.1	-0.5	-0.7	-7	-2
C=CCn1c(SCC(=O)c2c(N)n(C)c(=O)n(C)c2=O)nnc1-c1ccncc1	4.7	2	-2	-0.8	-1	1	-0.3	-0.6	-0.6	-2	0

Assay outcomes (PubChem BioAssay)
